# FXIa inh: blocks human coagulation factor XIa protease activity. P03951. purified FXIa, Boc-Glu-Ala-Arg-AMC fluorogenic substrate. inhibition, % at 5 µM. 0.14% of 220,000 active. AID 798;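 active means inhibition of at least 40%; inactive means inhibition below 40%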;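 further: fluorescence of freed AMC excited at 355 nm; 0% = enzyme without compound and 100% = no enzyme blank; many of its hits are not listed in these tables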
# hK5 inh: blocks human kallikrein 5 protease activity. recombinant hK5, fluorogenic AMC substrate cleavage. inhibition, % at 5 µM. 0.59% of 210,000 active. AID 873;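 active means inhibition of 40% or more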;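 further: 0% = enzyme controls without compound and 100% = no-enzyme blanks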
# FXIIa inh: inhibitors of human coagulation factor XIIa; P00748; purified FXIIa, Boc-QGR-AMC fluorogenic substrate, 2 h; inhibition, % at 5 µM; 0.3% of 220,000 active; in the data active means inhibition above about 40%;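 further: 0% = enzyme with no compound and 100% = blank without enzyme; many of its hits are not listed in these tables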
# Cl transport mod: KCC2 (human) Cl- transport modulation | Q9H2X9 | KCC2 cells, thallium flux FluoZin-2 fluorescence | B-score of Tl+ flux slope (higher = more flux/activation; lower = inhibition) at 10 µM | 2.2% of 190,000 active;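 active means thallium flux slope and its plate-corrected score both differing from the plate sample mean at a set confidence after two filtering rounds, in either direction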;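 further: slope of fluorescence scaled to starting intensity during 10 to 20 s after thallium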
# Rad51 HR inh: Rad51 (human) homologous recombination inhibition; inhibition, % at 10 µM; 0.085% of 200,000 active; AID 1385; hRad51 DNA strand exchange, fluorescence dequenching;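 active means inhibition above 40% at the single screening dose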;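 further: 0% = DMSO control wells and 100% = blanks with heterologous ssDNA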
# Target sequence (Q06609 whole entry, looked up): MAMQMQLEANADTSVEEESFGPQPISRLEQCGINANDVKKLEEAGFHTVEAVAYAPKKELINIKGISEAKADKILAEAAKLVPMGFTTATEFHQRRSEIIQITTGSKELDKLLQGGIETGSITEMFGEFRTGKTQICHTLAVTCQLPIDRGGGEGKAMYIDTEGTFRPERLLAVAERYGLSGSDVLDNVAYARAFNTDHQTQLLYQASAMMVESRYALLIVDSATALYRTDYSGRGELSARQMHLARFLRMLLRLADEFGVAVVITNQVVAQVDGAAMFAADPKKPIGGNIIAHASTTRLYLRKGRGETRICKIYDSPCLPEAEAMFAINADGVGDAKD
#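 Test system: preformed human Rad51 ssDNA filaments; also added: Donor/quencher-labelled 47-bp dsDNA substrate; doses: 10 µM final, single point; times: 37 °C 15-min filament assembly, 30-min compound preincubation, 15-min exchange; detection: FRET fluorescence dequenching, excitation 485 nm, emission 520 nm; read-out basis: Fluorescence-based percent inhibition, control- and blank-normalised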
# Thrombin inh: thrombin (human) inhibition; 0.26% of 220,000 active; inhibition, % at 5 µM; alpha-thrombin, Boc-VPR-AMC fluorogenic substrate cleavage; P00734;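 active means inhibition at or above 40%; inactive means inhibition below 40%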;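 further: 0% = enzyme with no compound and 100% = wells without enzyme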
#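 Material: human alpha-thrombin protein; Also added: Boc-VPR-AMC substrate, 15 µM final; Timing: enzyme reaction carried out at room temperature; Signal: fluorescence, ex 355 nm, em 460 nm; Measure: % inhibition of thrombin; Controls: enzyme without compound as high, wells lacking enzyme as low.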
# Hck-Nef inh: blocks Nef-activated human Hck kinase; P08631; Recombinant Hck-YEEI plus Nef, Z-Lyte FRET kinase assay; inhibition, % at 20 µM; 0.68% of 220,000 active; AID 463187;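 active means Hck-Nef kinase inhibition above about 50%, limit read from the data; inactive means inhibition below that limit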;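 further: 0% = DMSO with Hck plus Nef and 100% = Hck alone without Nef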
# Target sequence (P08631 whole entry, looked up): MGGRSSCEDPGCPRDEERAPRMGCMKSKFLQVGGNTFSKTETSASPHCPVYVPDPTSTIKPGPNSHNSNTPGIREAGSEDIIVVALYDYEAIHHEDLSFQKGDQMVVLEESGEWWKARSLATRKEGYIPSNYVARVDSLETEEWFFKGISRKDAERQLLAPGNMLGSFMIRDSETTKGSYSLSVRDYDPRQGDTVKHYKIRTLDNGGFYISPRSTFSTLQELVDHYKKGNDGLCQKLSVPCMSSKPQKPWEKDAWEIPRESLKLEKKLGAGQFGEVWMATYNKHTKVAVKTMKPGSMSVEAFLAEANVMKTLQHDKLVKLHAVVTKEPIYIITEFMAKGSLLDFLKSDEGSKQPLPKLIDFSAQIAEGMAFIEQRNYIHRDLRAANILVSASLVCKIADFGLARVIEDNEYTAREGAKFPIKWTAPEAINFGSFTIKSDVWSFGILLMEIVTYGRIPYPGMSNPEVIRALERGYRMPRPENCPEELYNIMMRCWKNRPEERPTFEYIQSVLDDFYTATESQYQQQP
# zVAD death inh: L929 zVAD cell death inhibition | L929 zVAD necroptosis rescue, ATP luminescence, 24 h; with zVAD 60 µM | viability rescue, % at 10 µM | 0.38% of 220,000 active | AID 1377;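 active means activation, scaled between plate controls, above about 75%, limit read from the data; inactive means activation under that limit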;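 further: 0% = zVAD with DMSO and 100% = DMSO alone without zVAD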
# TNF death inh: TNF-alpha cell death inhibition in Jurkat FADD-/- cells; Jurkat FADD-/- TNF necroptosis rescue, ATP luminescence, 24 h; 0 = TNF only, 100 = no-TNF cells; activation (protection from cell death), % at 10 µM; 0.068% of 220,000 active;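 active means activation, meaning protection from cell death, of at least 50% relative to plate controls; inactive means activation below 50%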;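 further: necroptosis triggered by 40 ng/mL TNF-alpha added together with compound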
# Active calls of the source: *; nt = no result given. Not all compounds are listed; count on the stated rates, not on these rows.
SMILES,FXIa inh,hK5 inh,FXIIa inh,Cl transport mod,Rad51 HR inh,Thrombin inh,Hck-Nef inh,zVAD death inh,TNF death inh
CC(C)(C)c1ccc(-c2ncccc2O)cc1,-5,-9,3,0.31,1,-12,41,4.4,0.2
C=CCNCC#CCOc1ccc(OC)cc1,-16,-3,-17,-0.023,1,-8,-3,0.1,-12
CC(=NC1CC1)c1c(-c2ccccc2)[nH]n(-c2nc3ccccc3s2)c1=O,0,17,11,-0.13,3,-5,8,-0.5,-4.7
CN(CCC#N)S(=O)(=O)c1ccc2c(c1)c(=O)n(C)c(=O)n2C,1,4,12,nt,-1,0,1,0.2,-0.8
Cc1cccc[n+]1CC(=O)/C=C1\N(C)c2ccccc2C1(C)C,-5,-12,7,-0.15,-8,-13,1,0.1,-7.3
CC(C)(C#CC(O)(c1ccccc1)c1ccccc1)N1CCCC1,-3,-8,-1,1.3,-20,-5,-2,-0.5,4.2
Cc1cc(C(=O)CSc2nnc(-c3ccc(F)cc3)o2)c(C)n1CC1CCCO1 (stereo not drawn),-25,4,10,-1.3,4,-3,1,0.2,-0.7
CC(=O)Nc1ccc(S(=O)(=O)NCCCN2CCN(Cc3ccccc3)CC2)cc1Cl,3,2,8,-0.99,-7,2,14,1.4,3.6
CCOC(=O)C1(C)NC(c2cccs2)C2C(=O)N(c3ccc(C)cc3)C(=O)C21 (stereo not drawn),-2,-2,5,1.9,-1,nt,15,-1.0,0.6
CC(C)n1cc(/C=C2\NC(=O)N(c3cccc(Cl)c3)C2=O)c2ccccc21,-4,16,8,-0.16,-3,-6,-2,0.8,1.3
CC(C)(C)c1ccc(OC(=O)CN2C(=O)C3C4CCC(C4)C3C2=O)cc1 (stereo not drawn),0,-14,10,-0.86,1,-12,4,-0.7,0.7
O=C(NCCc1ccccn1)c1cccnc1Oc1ccc(Cl)cc1,-5,-3,7,0.15,-11,0,2,-0.2,-0.7
Cc1ccnc(NC(=O)COc2ccccc2[N+](=O)[O-])c1,-1,-5,nt,0.16,5,-5,-16,1.5,0.9
COc1ccc(CCNC(=O)CSc2nnc(-c3ccccc3)c3ccccc23)cc1OC,7,-7,12,-1.5,4,-7,2,0.6,1.7
Cc1ccc(NC(=O)COC(=O)c2ccccc2Nc2ccccc2)cc1,0,-12,4,0.29,0,-8,-2,2.7,1.9
Cc1cc(NC(=O)COC(=O)CNS(=O)(=O)c2ccc(C)c(C)c2)no1,1,-7,12,-1.7,21,-25,32,4.7,1.1
CN(Cc1nc(-c2ccccc2)no1)C1CCOCC1,3,3,8,-0.58,nt,-3,16,0.6,1.7
O=C(CCc1nnc(COc2ccccc2)o1)NCc1ccccc1C(F)(F)F,1,3,8,-3.2*,8,-7,26,1.6,-0.4
O=C(O)C1CC(O)CN1C(=S)Nc1ccccc1 (stereo not drawn),4,1,5,0.59,22,nt,15,1.2,1.7
Cc1c(C(=O)O)sc(=S)n1CCOc1ccccc1,-3,-16,13,nt,-3,-12,2,2.0,0.4
S=c1[nH]cc(-c2ccc(Cl)cc2)n1-c1ccccc1,7,-18,7,2.4,-7,2,4,0.8,0.3
Cc1oc(-c2cc(F)ccc2F)nc1CN1CCN(c2cnccn2)CC1,0,1,7,-5*,nt,-4,18,5.8,-0.5
Cn1c(=O)oc2cc(S(=O)(=O)N3CCC(C(=O)Nc4ccc(OC(F)(F)F)cc4)CC3)ccc21,6,-13,13,1,1,-1,-9,4.6,6.7
COc1ccccc1/C=N\Nc1cc(C)nc(-n2nc(C)cc2C)n1,7,-10,14,0.0062,-1,-1,-2,30,-7.3

# Rewritten with each value named: 4 of the compounds above.
structure: S=c1[nH]cc(-c2ccc(Cl)cc2)n1-c1ccccc1
  FXIa inh: 7
  hK5 inh: -18
  FXIIa inh: 7
  Cl transport mod: 2.4
  Rad51 HR inh: -7
  Thrombin inh: 2
  Hck-Nef inh: 4
  zVAD death inh: 0.8
  TNF death inh: 0.3
structure: Cc1cc(NC(=O)COC(=O)CNS(=O)(=O)c2ccc(C)c(C)c2)no1
  FXIa inh: 1
  hK5 inh: -7
  FXIIa inh: 12
  Cl transport mod: -1.7
  Rad51 HR inh: 21
  Thrombin inh: -25
  Hck-Nef inh: 32
  zVAD death inh: 4.7
  TNF death inh: 1.1
structure: COc1ccc(CCNC(=O)CSc2nnc(-c3ccccc3)c3ccccc23)cc1OC
  FXIa inh: 7
  hK5 inh: -7
  FXIIa inh: 12
  Cl transport mod: -1.5
  Rad51 HR inh: 4
  Thrombin inh: -7
  Hck-Nef inh: 2
  zVAD death inh: 0.6
  TNF death inh: 1.7
structure: O=C(O)C1CC(O)CN1C(=S)Nc1ccccc1 (stereo not drawn)
  FXIa inh: 4
  hK5 inh: 1
  FXIIa inh: 5
  Cl transport mod: 0.59
  Rad51 HR inh: 22
  Thrombin inh: nt
  Hck-Nef inh: 15
  zVAD death inh: 1.2
  TNF death inh: 1.7

# Only FXIIa inh (2 entries from above):
Compound	FXIIa inh
Cc1cc(NC(=O)COC(=O)CNS(=O)(=O)c2ccc(C)c(C)c2)no1	12
CN(Cc1nc(-c2ccccc2)no1)C1CCOCC1	8

# The list goes on.
SMILES,FXIa inh,hK5 inh,FXIIa inh,Cl transport mod,Rad51 HR inh,Thrombin inh,Hck-Nef inh,zVAD death inh,TNF death inh
Cc1ccc(OC(=O)c2cc3ccccc3o2)cc1,-1,1,6,0.28,-7,-1,0,0.6,-4.0
CCOC(=O)c1cn(-c2nc(-c3ccc(Cl)c(Cl)c3)cs2)c2c(F)c(N3CCOCC3)c(F)cc2c1=O,2,-9,9,0.19,nt,0,7,0.0,-4.4
C/C(=N\O)c1ccc(Cl)c(Cl)c1,-2,-5,5,-0.032,26,-1,18,0.8,-0.4
CCCOc1cccc(/C=N/NC(=O)c2csc(C)c2C)c1,6,-21,3,-0.24,3,10,-1,0.6,1.4
COCCn1c(-c2ccc(Cl)cc2Cl)nc2c(c(=O)c3ccccc3n2C)c1=O,11,-10,7,-3.4*,-15,-4,2,0.4,-14
O=C1CN(C(=O)c2cc3ccccc3oc2=O)C(c2ccc(F)cc2)c2cc(F)ccc2N1 (stereo not drawn),7,2,12,-0.0083,nt,4,-4,-0.5,4.3
COc1ccc(CC(=O)Nc2ccc(N3CCCCC3)cc2)cc1,2,3,7,nt,10,1,18,1.0,0.7
NS(=O)(=O)c1ccc(N/N=C/c2ccccc2Br)cc1,-3,-4,2,0.77,nt,-1,19,0.3,0.3
O=C(CC1C(=O)NCCN1Cc1ccc(-c2ccccc2)cc1)NCCCn1cccn1 (stereo not drawn),-6,-3,6,-0.73,-3,-11,21,0.8,1.8
COc1ccc(CCNC(=O)CC2COc3ccccc3O2)cc1OC (stereo not drawn),2,-25,12,-0.31,5,4,3,0.2,-0.4
CCN(CC)S(=O)(=O)c1cccc(S(=O)(=O)N2CCCCC2)c1,15,8,29,0.76,1,-1,3,-0.3,-0.1
CCC(=O)Nc1ccc(NC(=O)CSc2nnnn2CC)cc1C,11,72*,14,-0.085,1,27,-1,-0.6,-0.4

# As entered above.
# Under FXIa inh, O=C(CC1C(=O)NCCN1Cc1ccc(-c2ccccc2)cc1)NCCCn1cccn1 (stereo not drawn) is entered as -6
# Under Thrombin inh, C/C(=N\O)c1ccc(Cl)c(Cl)c1 is entered as -1
# Under Cl transport mod, CCN(CC)S(=O)(=O)c1cccc(S(=O)(=O)N2CCCCC2)c1 is entered as 0.76
# Under Thrombin inh, CCCOc1cccc(/C=N/NC(=O)c2csc(C)c2C)c1 is entered as 10

# (cont.)
SMILES,FXIa inh,hK5 inh,FXIIa inh,Cl transport mod,Rad51 HR inh,Thrombin inh,Hck-Nef inh,zVAD death inh,TNF death inh
CC(=O)Oc1ccc(/C=N/NS(=O)(=O)c2ccccc2)cc1,5,-15,6,1.1,9,2,3,0.8,0.3
CC(C)CCNC(=O)CCS(=O)(=O)c1cccc2nonc12,2,-6,18,0.66,4,4,-2,3.1,2.0
Cc1cccc(-c2nc(CS(=O)CC(=O)NCC3CCCO3)c(C)o2)c1 (stereo not drawn),0,-12,8,0.007,-5,-4,0,2.9,1.4
OC(COCc1ccccc1)CN1CCN(c2ccccc2)CC1 (stereo not drawn),1,-16,9,-0.15,0,-5,-1,-0.5,-2.2
CC1CCCC(C)N1CCCNC(=O)c1cc2c(=O)n(C)c3ccccc3c2n1C (stereo not drawn),4,-5,18,-1.3,3,7,4,81*,3.4
CCC(=O)N1CCN(c2nc(-c3ccc(Cl)cc3)cs2)CC1,10,2,19,-0.54,5,-1,4,1.3,-2.2
NC(=S)NNC(=O)C12CC3CC(CC(C3)C1)C2,25,-11,28,1.7,nt,1,4,0.5,0.9
Cc1cc2c3c(c1)C1(SCC(=O)N1c1ccc(F)cc1)C(=O)N3C(C)(C)CC2C (stereo not drawn),-5,-18,9,-0.83,-3,-7,2,-0.2,-2.6
C=CCn1c(SCC(=O)NC2CCCc3ccccc32)nnc1-c1ccncc1 (stereo not drawn),4,-18,8,0.23,2,0,5,0.5,0.7
CCOC(=O)C1=C(O)/C(=C/c2ccc(OCC(=O)O)c(OC)c2)SC1=Nc1ccc(OCC)cc1,8,4,15,1.1,nt,2,2,3.0,2.0
COC(=O)c1c(C)[nH]c(O)c1C=Nc1ccc(C#N)cc1,-1,0,8,0.028,-75,-4,7,0.7,-1.2
COCCNC(=O)c1ccc(CS(=O)(=O)c2c(Cl)cccc2Cl)o1,-2,-7,6,-0.13,-7,3,27,0.6,0.2
Cc1cc(S(=O)(=O)Nc2cccc(Cl)c2)c(C)s1,-3,-9,3,-0.93,13,4,-2,1.1,1.2
CC(=O)c1ccc2c3c(ccc(O)c13)CC2,4,-11,16,-0.81,-4,5,6,0.0,-5.9
C=C(C)CSc1nc2nc(C)cc(C)n2n1,0,-3,1,-0.25,0,-5,-8,-0.5,2.3
O=C(CN1N=C(C(F)(F)F)CC1(O)c1ccc([N+](=O)[O-])cc1)c1ccccc1 (stereo not drawn),13,2,19,nt,-1,1,6,-0.1,-1.1
COc1ccc(NC(=S)NCCCN2CCOCC2)cc1,1,0,8,0.22,4,0,20,0.0,1.8
CN1C(C(=O)NCc2ccccc2)CC2Cn3c(nc4cc(Cl)c(Cl)cc43)C21 (stereo not drawn),0,2,7,-3.2*,-6,-2,32,0.9,8.5
COc1cc(C(=S)N2CCCC2)cc(Cl)c1OCC(=O)Nc1ccc(C)cc1C,25,-4,7,0.046,15,2,9,0.8,2.8
NS(=O)(=O)c1ccc(N=Nc2c(=O)[nH]n3c(=O)c4c([nH]c23)CCCC4)cc1,-5,-1,2,0.29,7,-16,14,2.1,-1.0
C[C@@H]1NC(=O)[C@H](CCCN=C(N)N)NC(=O)c2cc([N+](=O)[O-])cc(I)c2OCC[C@@H](C(=O)NC(CC(=O)O)C(N)=O)NC1=O (stereo partly drawn),-10,-12,-2,-0.11,nt,-4,-1,1.9,-2.7
CSc1nc(Cl)c(Cc2ccc(OC(C)C)cc2)c(N(C)C)n1,-6,-1,2,0.18,-4,-8,-2,-1.0,-1.8

# High-throughput results (PubChem)
